# HCV inh = inhibitors of hepatitis C virus infection | Huh7.5.1 HCVcc-Cre infection, luciferase reporter, 44 h | Potency, µM (series often up to 41.8 µM), for the others: at the highest dose activity change, negative = inhibition, most hits filed as inhibitors | 340,000 compounds, 3.4% hits | AID 651820; further: potency means the concentration at half of the fitted maximal effect
#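 HCVcc-Cre virus at an moi near 0.5 was added right after compound to cells cultured 4 h from seeding (1,000 cells/well). Luciferase activity was determined 44 h later, 15 min after substrate addition at RT.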
# HCMV antiviral = human cytomegalovirus inhibition. activity change, negative = inhibition, % at 57.5 µM. AID 1259415. 410,000 compounds, 4.5% hits. HFF cells, HCMV-luciferase reporter, 72 h; stronger effect = lower value; in the data active means activity change below about -60%; inconclusive means no clear call, values can overlap the other calls; inactive means above about -39%
#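 Steps: HFFs plated, 16 h 37C; compounds added; HCMV-luciferase added to MOI 1 PFU/cell; 72 h 37C; OneGlo reagent, 5 min room temperature; luminescence read, normalized to controls.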
# AmpC inh no detg = AmpC beta-lactamase inhibition without detergent | P00811 | AmpC nitrocefin hydrolysis, absorbance 480 nm, 0.0001% Triton | Potency, µM (doses to about 57.1 µM), inactives show at the highest dose activity change, negative = inhibition, usual class: inhibitors | 330,000 compounds, 0.52% hits | AID 485341;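 further: potency means the concentration at half of the fitted maximal effect; plate controls were no compound for no effect and no enzyme for full effect; nearly all actives have a fitted effect of over 20% in size; some results filed as inactive show a strong effect at the top dose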
# Target sequence (P00811 whole entry, looked up): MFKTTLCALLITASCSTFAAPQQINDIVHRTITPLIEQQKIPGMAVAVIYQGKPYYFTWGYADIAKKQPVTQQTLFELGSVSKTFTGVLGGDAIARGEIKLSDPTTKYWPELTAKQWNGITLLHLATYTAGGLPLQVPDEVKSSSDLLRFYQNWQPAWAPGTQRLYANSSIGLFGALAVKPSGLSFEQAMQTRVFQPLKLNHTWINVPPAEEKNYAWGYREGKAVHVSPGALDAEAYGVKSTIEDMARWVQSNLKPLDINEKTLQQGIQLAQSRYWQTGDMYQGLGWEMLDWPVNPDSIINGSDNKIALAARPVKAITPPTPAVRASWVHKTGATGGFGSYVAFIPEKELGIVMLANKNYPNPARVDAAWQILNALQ
#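 20 mM phosphate pH 7.0 + 0.01% (detergent screen) or 0.0001% Triton X-100; 5.3 nM AmpC reagent; cpd preinc 15 min RT; nitrocefin (800 uM stock) to start; A480 q20 s × 4 min; Activity was normalised to no-enzyme and no-compound control wells.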
# AmpC inh detg = blocks E. coli AmpC beta-lactamase in detergent assay; P00811; AmpC hydrolysis of nitrocefin, absorbance 480 nm, 0.01% Triton; Potency, µM (highest dose often 114 µM), for inactives: at the highest dose activity change, negative = inhibition, hits mostly inhibitors; 370,000 compounds, 0.041% hits; AID 485294;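 further: potency means the concentration at half of the fitted maximal effect; 0% = no-compound wells and -100% = no-enzyme wells; nearly all actives have a fitted effect of over 25% in size; some results filed as inactive show a strong effect at the top dose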
#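 20 mM phosphate pH 7.0 + 0.01% (detergent screen) or 0.0001% Triton X-100; 5.3 nM AmpC reagent; cpd preinc 15 min RT; nitrocefin (800 uM stock) to start; A480 q20 s × 4 min; Activity was normalised to no-enzyme and no-compound control wells.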
# Giardia FBPA inh = blocks Giardia fructose-bisphosphate aldolase activity; Potency, µM (highest dose often 59.6 µM), for the others: at the top dose activity, negative = inhibition, most hits filed as inhibitors; A8B2U2; 290,000 compounds, 0.71% hits; purified Giardia FBPA; AID 2451; further: potency means the concentration at half of the fitted maximal effect; nearly all actives have a fitted effect of over 55% in size
# Target sequence (A8B2U2 whole entry, looked up): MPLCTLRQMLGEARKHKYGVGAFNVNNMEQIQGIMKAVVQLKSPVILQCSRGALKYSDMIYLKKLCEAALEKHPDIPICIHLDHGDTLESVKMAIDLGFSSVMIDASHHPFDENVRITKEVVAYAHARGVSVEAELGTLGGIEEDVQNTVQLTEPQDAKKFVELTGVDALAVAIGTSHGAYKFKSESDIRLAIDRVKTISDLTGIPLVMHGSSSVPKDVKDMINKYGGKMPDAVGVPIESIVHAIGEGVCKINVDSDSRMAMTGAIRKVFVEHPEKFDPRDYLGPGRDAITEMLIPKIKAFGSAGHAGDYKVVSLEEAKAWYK
#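 40 nM FBPA preincubated 10 min at RT with compound (up to 57.5 uM final), then substrate plus GAPDH/TPI/NAD/arsenate coupling and diaphorase/resazurin added. Fluorescence read after 20 min at RT, 525/598 nm.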
# Sm TGR block = blocks Schistosoma mansoni thioredoxin glutathione reductase; Potency, µM (highest dose often 114 µM), for the others: top-dose activity change, negative = inhibition, hits mostly inhibitors; purified TGR, DTNB reduction, TNB absorbance 405 nm; 360,000 compounds, 3% hits; Q962Y6; AID 485364; further: potency means the concentration at half of the fitted maximal effect; nearly all actives have a fitted effect of over 60% in size
#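 First, TGR (20 nM dispensed) and NADPH were mixed with compound. Second, a 15 min room-temperature incubation followed. Third, further NADPH and then DTNB were added to start the reaction. Finally, TNB absorbance was monitored kinetically.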
# Numbers without * were called inactive; ? = inconclusive; / = no result given; & = joins results of further samples; ! = a repeat was not active; [ ] = remark or other dose. Unless noted, the call rests on the fitted dose curve; in most records, active means well fitted curve in the direction sought with a large enough effect; inconclusive means small, poorly fitted or top-dose-only effect, or another doubt; inactive means no such curve, though single readings can be large; an effect the other way counts as inactive or inconclusive. Unless noted, on the % scale 0 is the no-effect control and ±100 the full control effect. The order is random (roughly 9.9% active in at least one column).
cpd	Compound	HCV inh	HCMV antiviral	AmpC inh no detg	AmpC inh detg	Giardia FBPA inh	Sm TGR block
1	Cc1ccc(-c2nnc(Sc3nc4ccccc4o3)c3ccccc23)cc1	?	-11	46%	-8%	1%	-8%
2	COc1ccc(C(=O)N/C(=C\c2ccccc2)C(=O)NCCCn2ccnc2)cc1	17%	5	-16%	0%	-8%	-1%
3	O=C1/C(=C/c2cccnc2)Cc2ccc(Cl)cc21	1%	6	-29%	-1%	/	-12%
4	Cc1cc(-c2ccc(C)c(S(=O)(=O)N3CCCC(C)C3)c2)on1 (centres undefined)	/	0	/	4%	/	17%
5	CN(C)N1C(N)=C(C#N)C(c2cccnc2)C2=C1CCCC2=O (centres undefined)	3%	5	-14%	-1%	?	?
6	Cc1cc(Nc2nc3c(c(=O)n(C)c(=O)n3C)n2C)n(-c2ccc(Cl)cc2)n1	15%	30	133%[activator]	-13%	-10%	-1%
7	Cc1c(Cl)c([N+](=O)[O-])nn1Cc1ccc(C(=O)N/N=C\c2cccc(Br)c2)o1	?	52	-33%	-5%	?	35%
8	CCCCn1c(N)c(N(CCOC)C(=O)c2cc(-c3ccc(C)cc3)nc3ccccc23)c(=O)[nH]c1=O	11%	-29	152%[activator]	3%	/	-4%
9	Cc1cc(-c2ccc(C)c(S(=O)(=O)N3CCN(C(=O)c4ccco4)CC3)c2)on1	-16%	18	105%[activator]	4%	-7%	6%
10	CCOc1ccc(S(=O)(=O)N2CCN(CC)CC2)cc1NC(=O)c1ccccc1F	-15%	-84*	115%[activator]	-5%	3%	1%
11	Cc1ccc(C2N(c3ccc(F)cc3)C(=O)C3CCCN32)cc1 (centres undefined)	1%	-5	0%	-9%	3%	1%
12	CCOP(=O)(c1ccccc1)C(O)c1ccc([N+](=O)[O-])cc1 (centres undefined)	-4%	104	-23%	?	7%	2%
13	CC(C)OC(=O)c1cccc(-c2ccc(C=O)o2)c1	-1%	-11	-15%	-4%	1%	-29%
14	Cc1cc(C)cc(N(CC(=O)N2CCN(Cc3ccccc3)CC2)S(=O)(=O)c2c(C)noc2C)c1	7%	49	0%	?	-4%	-2%
15	CCCOc1ccc(-c2cccc(NS(=O)(=O)c3cccs3)c2)nn1	/	20	/	-8%	/	5%
16	C=CCNC(=O)c1ccccc1NC(=O)Cc1ccccc1[N+](=O)[O-]	14%	42	1%	-6%	-1%	-3%
17	Cc1nn(-c2ccccc2)c(Cl)c1C(=O)NNC(=O)c1ccccc1O	10µM*	62	-10%	-24%	/	-9%
18	O=C(CCN1CCOCC1)Nc1c(-c2ccccc2)c2cc(Br)ccc2[nH]c1=O	5%&24%	23	149%[activator]	9%	1%	3%
19	COc1cccc(CNC(=O)c2nn(-c3ccc(C)cc3)c(=O)c3c2c2ccccc2n3C)c1	/	28	/	3%	/	7%
20	COc1cccc(C(=O)Nc2cccc(-c3nc4ncccn4c3C)c2)c1	/	74	/	3%	/	0%

# Four entries already listed, ordered by formula weight, high to low:
cpd	Compound	HCV inh	HCMV antiviral	AmpC inh no detg	AmpC inh detg	Giardia FBPA inh	Sm TGR block
18	O=C(CCN1CCOCC1)Nc1c(-c2ccccc2)c2cc(Br)ccc2[nH]c1=O	5%&24%	23	149%[activator]	9%	1%	3%
17	Cc1nn(-c2ccccc2)c(Cl)c1C(=O)NNC(=O)c1ccccc1O	10µM*	62	-10%	-24%	/	-9%
16	C=CCNC(=O)c1ccccc1NC(=O)Cc1ccccc1[N+](=O)[O-]	14%	42	1%	-6%	-1%	-3%
11	Cc1ccc(C2N(c3ccc(F)cc3)C(=O)C3CCCN32)cc1 (centres undefined)	1%	-5	0%	-9%	3%	1%

# (further entries)
cpd	Compound	HCV inh	HCMV antiviral	AmpC inh no detg	AmpC inh detg	Giardia FBPA inh	Sm TGR block
21	Cc1ccccc1NC(=O)CSc1nnc(-c2ccccc2)n1-c1ccccc1	-14%	-35	-1%	2%	/	-14%
22	COC(=O)c1cccc(S(=O)(=O)N2CCC(C)CC2)c1	20%	68	-24%	3%	3%	6%
23	C=CCOc1nc2c(c(=O)n(C)c(=O)n2C)n1Cc1ccccc1	-6%	-4	34%	-6%	-4%	8%
24	FC(F)(F)c1cccc(-c2ccc(-c3csnn3)o2)c1	5%	-15	-26%	-11%	-1%	?
25	Cc1cc(NC(=O)c2ccco2)cc(-c2nc3cc(Cl)ccc3o2)c1O	/	-61*	/	2%	/	-1%
26	Cc1ccc(C(=O)NNC(=O)c2ccc(NS(=O)(=O)c3cccs3)cc2)s1	6%	-22	-55%	-17%	/	0%
27	CCCOc1ccc(CNC(=S)Nc2ccccc2)cc1Cl	16µM*	-3	-29%	-1%	17%	1%
28	CCCCn1nnnc1NCc1cccnc1	?	23	-12%	3%	5%	1%
29	Cc1nc(SCC(=O)Nc2ccccc2F)[nH]c(=O)c1Cc1ccccc1	/	3	/	16%	/	3%
30	Cc1c(Br)c([N+](=O)[O-])nn1CC(=O)N1CCc2ccccc2C1	20%	12	-18%	1%	1%	-1%

# Structural class: those above with an aryl methoxy group
cpd	Compound	HCV inh	HCMV antiviral	AmpC inh no detg	AmpC inh detg	Giardia FBPA inh	Sm TGR block
2	COc1ccc(C(=O)N/C(=C\c2ccccc2)C(=O)NCCCn2ccnc2)cc1	17%	5	-16%	0%	-8%	-1%
19	COc1cccc(CNC(=O)c2nn(-c3ccc(C)cc3)c(=O)c3c2c2ccccc2n3C)c1	/	28	/	3%	/	7%
20	COc1cccc(C(=O)Nc2cccc(-c3nc4ncccn4c3C)c2)c1	/	74	/	3%	/	0%

# (further entries)
cpd	Compound	HCV inh	HCMV antiviral	AmpC inh no detg	AmpC inh detg	Giardia FBPA inh	Sm TGR block
31	CCN(c1ccccc1C)S(=O)(=O)c1ccc(N2CCCCS2(=O)=O)cc1	/	6	/	-6%	/	-5%
32	CC(=O)NCCC(=O)Nc1ccc(C(N)=O)cc1	25%	-20	-4%	-5%	5%	1%
33	O=C1CN(C(=O)NCC(=O)N[C@H](Cc2ccccc2)C(=O)O)c2ccccc2N1	-3%	-6	-16%	-7%	-3%	-15%
34	C=C(C)Cn1c(=O)c2c(nc3n2CCN3c2cccc(Cl)c2C)n(C)c1=O	?	-34	73%[activator]	-9%	0%	8%
35	C[C@@H]1NC(=O)/C(=C\c2ccccc2Br)NC1=O	8%	-102*	-9%	-11%	2%	8%
36	Cn1c(=O)[nH]c(=O)c2c1nc(N1CCNCC1)n2Cc1cccc2ccccc12	-28%	-5	-14%	-8%	-11%	-6%
37	CCc1cc2c(=O)c(-c3ccc4c(c3)OCCO4)coc2cc1OC(=O)c1ccco1	10µM*!	-34	-33%	?	1%	-10%
38	CC(C)(C)C(=O)NC1CCN(S(=O)(=O)c2ccc(C(F)(F)F)cc2)CC1	35%[activator]	8	-10%	3%	2%	0%
39	Cc1ccc(C(=O)Nc2cc3c(cc2N2CCCC2)n(C)c(=O)c(=O)n3C)cc1	/	0	/	24%	/	-11%
40	COc1ccccc1Nc1nnc(SCC(=O)Nc2cc(C)on2)s1	8%	-12	-25%	-3%	0%	-3%
41	O=C(C1CCCN(Cc2cccs2)C1)N1CCCCCC1 (centres undefined)	0%	?	-9%	4%	-30%	-6%
42	O=C(Cc1csc2nc(-c3ccc(F)cc3)cn12)NCc1ccccc1	/	?	/	21%	/	-4%
43	CCOc1ccc(NS(=O)(=O)c2ccc3[nH]c(=O)oc3c2)cc1	?	52	-27%	-13%	8%	0%
44	CC1(C(=O)N(CC(=O)NC2CCCC2)C2CCCC2)CC(=O)N=C2C=CC=CN21 (centres undefined)	/	1	0%	-5%	-4%	0%
45	O=C(Cc1ccccc1)N1CCN(C/C=C/c2ccccc2)CC1	?	4	88%[activator]	0%	9%	0%
46	CCCc1[nH]nc2c1C(c1ccc(OC)c(CSC3=NCCS3)c1)C(C#N)=C(N)O2 (centres undefined)	-8%	-23	-9%	-5%	?	-14%

# Whole records as entered above.
# Shown for CC1(C(=O)N(CC(=O)NC2CCCC2)C2CCCC2)CC(=O)N=C2C=CC=CN21 (centres undefined) → HCV inh: /; HCMV antiviral: 1; AmpC inh no detg: 0%; AmpC inh detg: -5%; Giardia FBPA inh: -4%; Sm TGR block: 0%
# Shown for O=C(C1CCCN(Cc2cccs2)C1)N1CCCCCC1 (centres undefined) → HCV inh: 0%; HCMV antiviral: ?; AmpC inh no detg: -9%; AmpC inh detg: 4%; Giardia FBPA inh: -30%; Sm TGR block: -6%
# Shown for O=C(Cc1ccccc1)N1CCN(C/C=C/c2ccccc2)CC1 → HCV inh: ?; HCMV antiviral: 4; AmpC inh no detg: 88%[activator]; AmpC inh detg: 0%; Giardia FBPA inh: 9%; Sm TGR block: 0%

# Bioassay records from PubChem BioAssay.
